Screens (PubChem BioAssay)
SIRT5 block: SIRT5 desuccinylase inhibitors, primary screen, biochemical, fluorescence imaging, single point, set 5. inhibition, % at 15 µM. AID 652115, 2013. Purified SirT5, succinyl-peptide AMC, trypsin-coupled fluorescence. actives 1.1% (n = 330,000). NAD-dependent protein deacylase sirtuin-5, mitochondrial (Homo sapiens), Q9NXA8; in the data active means inhibition above about 15%
Target sequence (Q9NXA8 whole entry, looked up): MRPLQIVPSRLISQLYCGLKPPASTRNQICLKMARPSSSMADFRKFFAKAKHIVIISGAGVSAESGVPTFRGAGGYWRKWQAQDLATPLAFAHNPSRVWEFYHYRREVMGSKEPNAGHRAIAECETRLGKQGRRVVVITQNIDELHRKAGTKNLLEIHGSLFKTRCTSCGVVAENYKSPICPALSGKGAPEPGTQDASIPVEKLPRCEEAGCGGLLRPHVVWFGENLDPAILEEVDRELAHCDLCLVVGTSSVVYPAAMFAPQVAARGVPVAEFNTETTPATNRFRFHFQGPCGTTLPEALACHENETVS
Cneo AK release: Cryptococcus neoformans cell lysis inducers, primary screen, AK release luminescence, single concentration. AID 651654, 2012. C. neoformans lysis, adenylate kinase release luminescence, 4 h; normalised: neutral wells 0, clomiphene wells 100. actives 0.2% (n = 360,000). lysis activity, % at 15 µM;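 active means mean lysis activity across replicates of at least 80%, whatever share of replicates individually reach that level; inactive means mean lysis activity below 80%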
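Assay system: Cryptococcus neoformans yeast cells / Dosing: single-point compound dose / Timing: 4 h at 37 °C static, read 1 h later / Measured by: luminescence of released adenylate kinase using an AK detection reagent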
ARNT-TACC3 inh: disruptors of ARNT/TACC3 protein interaction, primary screen, biochemical, AlphaScreen, single concentration | AID 623870, 2012 | actives 0.66% (n = 390,000) | Transforming acidic coiled-coil-containing protein 3 (Homo sapiens), Q9Y6A5 | AlphaScreen His-ARNT PAS-B/GST-TACC3 binding, luminescence; TACC3 fragment carries E629A point mutation | inhibition, % at 9.99 µM;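 active means mean inhibition of replicates at least 50% and at least half of replicates each reaching 50%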;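 further: 0% = complete ARNT plus TACC3 wells and 100% = ARNT alone without TACC3; many hits fall short of the cut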
C2C12 statin: suppressors of statin myotoxicity in C2C12 myotubes, primary screen, cell-based, single point, plate reader | C2C12 myotubes + simvastatin, ATP luminescence, 48 h; scaled: DMSO 0, geranylgeraniol control 100 | rescue of ATP level, % at 7.49 µM | actives 0.78% (n = 330,000) | AID 602340, 2012;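 active means mean ATP rescue above about 67%, or every replicate alone reaching that limit, limit read from the data, passing the limit was not always enough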;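 further: myotubes were challenged with 10 µM simvastatin during compound exposure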
esBAF inh: Bmi1 luciferase reporter increase in mESCs, primary screen, esBAF inhibitor project, mouse ES cells, Bmi1 luciferase knock-in, single point; reporter increase, % at 12.5 µM; actives 2% (n = 350,000); AID 602393, 2012; 24 h; 100% = twice the neutral-well signal; in the data active means activation above about 40%;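 further: 0% = median of the plate's neutral control wells and 100% = double that signal; a rise in the Bmi1 reporter signal indicates esBAF inhibition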
ERp5 inh: inhibitors of ERp5-driven insulin aggregation, primary screen, biochemical, turbidity, absorbance 650 nm, single point. Protein disulfide-isomerase A6 (Homo sapiens), Q15084. inhibition, % at 9.99 µM. 90 min. actives 0.05% (n = 350,000);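 active means mean replicate inhibition above about 25%, with every replicate also reaching it, limit read from the data, passing the limit was not always enough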
Target sequence (Q15084 whole entry, looked up): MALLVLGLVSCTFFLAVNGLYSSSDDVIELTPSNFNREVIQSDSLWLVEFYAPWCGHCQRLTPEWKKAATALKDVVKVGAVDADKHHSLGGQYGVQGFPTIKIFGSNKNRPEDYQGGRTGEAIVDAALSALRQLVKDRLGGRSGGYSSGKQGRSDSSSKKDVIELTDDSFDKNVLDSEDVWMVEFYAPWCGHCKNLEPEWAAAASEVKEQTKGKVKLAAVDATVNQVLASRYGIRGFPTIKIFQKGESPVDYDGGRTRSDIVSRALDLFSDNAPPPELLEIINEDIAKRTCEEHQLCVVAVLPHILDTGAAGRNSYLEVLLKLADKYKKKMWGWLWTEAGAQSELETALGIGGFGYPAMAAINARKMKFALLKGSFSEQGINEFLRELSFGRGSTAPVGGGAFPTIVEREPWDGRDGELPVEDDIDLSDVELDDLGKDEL
miR122 inh: miR-122 Renilla sensor signal increase in Huh7, primary screen, miR-122 inhibitor project, cell-based, single point, plate reader. Huh7 miR-122 Renilla luciferase sensor, 48 h; neutral wells = 0, positive control = 100. activation (reporter increase), % at 12.5 µM. actives 0.3% (n = 340,000);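 active means mean replicate activation score at least 90 and every replicate individually at or above 90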;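 further: higher luciferase means less miR-122 activity so hits act as miR-122 inhibitors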
* hit, by the source's call; . = no result given; & = joins results of further samples; [ ] = dose if it differs, or a comment. An unsorted share of the library (roughly 4% active in at least one column).

SMILES | SIRT5 block | Cneo AK release | ARNT-TACC3 inh | C2C12 statin | esBAF inh | ERp5 inh | miR122 inh
COc1ccc(NC(=O)N(C)C[C@H]2OCCCC[C@@H](C)Oc3ccc(NC(=O)c4ccccc4)cc3C(=O)N([C@H](C)CO)C[C@@H]2C)cc1 | -8&4 | 1&1 | -5 | 2 | 10&-1 | -3&1 | -5
CC(C)NC(=O)N(C)C[C@H]1OCCCC[C@@H](C)Oc2ccc(NC(=O)Nc3ccc4c(c3)OCO4)cc2C(=O)N([C@@H](C)CO)C[C@H]1C | -4 | 1 | 6 | . | 2 | 7 | 5[16.7 µM]
O=c1c(CO)cc(CO)cc(CO)c1O | 4 | . | 74* | . | . | 8 | .
COc1ccc(C2C(C(=O)Nc3cc(OC)c(OC)c(OC)c3)c3ccccc3C(=O)N2C)cc1OC (configuration not stated) | 3 | -2 | 4 | 1 | -2 | 1 | -14
CC1CCN(CC(=O)Nc2ccc(S(=O)(=O)N3CCC(C)CC3)cc2)CC1 | 1 | 1 | 7 | 8 | 6 | 5 | .
O=C(CNC(=O)c1cccnc1)N/N=C/c1cc(Br)c(O)c(Br)c1 | -2 | -1 | -1 | 3 | 4 | -1 | -4
CC(=O)c1cc(C#N)c(NCc2ccccc2)nc1C | -2 | . | 1 | . | . | -4 | .
CCNC(=O)[C@@H]1[C@@H](CO)[C@@H]2Cn3c(ccc(-c4ccccc4)c3=O)[C@@H]2N1CC | 10 | 15 | 32 | 4 | -12 | 3 | .
CCCc1c(C)nc2c(Br)cccc2c1Cl | -8 | -1 | -1 | 3 | 2 | 2 | 11
CCOC(=O)c1c(C)n(C)c2ccc(O)c(S(=O)(=O)c3ccccc3)c12 | -1 | . | -1 | . | . | 1 | .
Cc1ccn(-c2ccc([N+](=O)[O-])cc2)n1 | . | 2 | 0 | -4 | 13 | . | -2
COc1ccccc1CNc1nc(NCc2ccccc2OC)c2sccc2n1 | . | 0 | . | -27 | -9 | 0 | -15
Cc1cc(-n2c(C)c3c(C)nnc(C)c3c2C)ccc1N | 0 | . | 6 | . | . | -1 | .
C[C@@H]1CN([C@@H](C)CO)C(=O)c2cccc(NC(=O)NC3CCCCC3)c2O[C@H]1CN(C)Cc1ccc2c(c1)OCO2 | 7 | -1 | -3 | -38 | 2 | 3 | 44[16.7 µM]
COc1ccc(S(=O)(=O)N2CCCOC2CNC(=O)C(=O)NCc2ccco2)cc1C (configuration not stated) | -3 | 1 | 8 | 0 | -5 | 1 | 1
CCOc1ccc(/C=N/NC(=O)c2ccc3nc[nH]c3c2)cc1OC | 5 | 1 | . | -2 | -6 | -6 | -5
COc1ccc(NC(=O)Nc2cccc3c2O[C@H](CN(C)CC2CCCCC2)[C@H](C)CN([C@@H](C)CO)C3=O)cc1 | 11 | 31 | 4 | -14 | -7 | -1 | 4[16.7 µM]
Cc1cc(C)n2nc(SCc3nnc(SCc4ccccc4C)s3)nc2n1 | 1 | 2 | 17 | -57 | 83* | -6 | -3
CC(C)N(C(=O)CN1C(=O)C(=O)c2ccccc21)c1ccccc1 | -5 | 3 | -6 | -8 | -3 | 1 | -6
O=C1CSC(=S)N1/N=C/c1cccc(C(F)(F)F)c1 | 5 | 1 | 29 | . | . | 3 | -3
COc1ccccc1C(CNc1ncccc1[N+](=O)[O-])N(C)C (configuration not stated) | 2 | -3 | 0 | -7 | 3 | 5 | .
CC(=O)c1c(C)[nH]c(-c2ccccc2)c1C | -2 | 2 | . | . | . | 1 | 17
O=C(NCC(=O)N1CCN(c2ncc(C(F)(F)F)cc2Cl)CC1)c1ccc(Br)o1 | -3 | -2 | 10 | 3 | -3 | 3 | .
O=C(O)CNC(=O)/C(=C\c1ccc2c(c1)OCO2)NC(=O)c1ccc(Br)cc1 | . | 5 | . | . | . | -1 | -7
COc1ccc(C(=O)NC(=S)Nc2ccc3oc(=O)ccc3c2)cc1 | -2 | 10 | . | . | . | 1 | -9
COc1ccc(NC(=O)CN(C)S(=O)(=O)c2ccc3[nH]c(=O)oc3c2)cc1 | 0 | 0 | 7 | -12 | -9 | 0 | 12
COc1ccc(-n2c(Cc3cc(=O)[nH]c(=O)[nH]3)nnc2SCC(=O)Nc2ccccc2)cc1 | . | 1 | -1 | 3 | -5 | -5 | -7
O=c1[nH]c2ccccc2nc1N1CCOCC1 | . | 1 | . | 3 | -7 | . | -3
C=CC(=O)NC(C)(C)Cc1ccccc1 | . | 2 | -5 | 5 | -6 | . | 2
COc1ccc(S(=O)(=O)N(C)C[C@@H]2Oc3ccc(NC(=O)CCCN(C)C)cc3C(=O)N([C@@H](C)CO)C[C@H]2C)cc1 | 7 | 5 | 20 | -3 | 2 | -1 | -4[16.7 µM]
CCN1C(=O)[C@H]2[C@@H](c3ccc(-c4ccc(F)cc4)c(OC)c3)N3CCCC[C@@]3(C(=O)OC)[C@H]2C1=O | . | 1 | -15 | 6 | -8 | 4 | 0
CCOC(=O)c1ccc(NC(=O)CC2C(=O)N(c3ccccc3)C(=O)N2CCCOC)cc1 (configuration not stated) | . | 1 | -3 | -16 | 3 | . | 2
Cn1c(=O)c2c(nc(NCc3ccc4c(c3)OCO4)n2Cc2ccccc2)n(C)c1=O | . | -6 | 3 | -6 | -6 | . | -2
COc1ccccc1-c1n[nH]c2c1[C@H](C)CC[C@H]2C(C)C | . | 21 | 2 | 14 | -1 | . | -5
O=C(COc1ccccc1C(=O)c1cnn(-c2ccccc2)c1)Nc1ccccc1 | 0 | -3 | . | 0 | 49* | 3 | 4
CC(C)C#Cc1cnc2c(c1)C(=O)N([C@H](C)CO)C[C@@H](C)[C@@H](CN(C)S(=O)(=O)c1cn(C)cn1)O2 | -3 | -10 | -9 | 2 | -2 | -3 | -7[16.7 µM]
COc1ccc(N2CCCC2=N)c(OC)c1 | 0 | . | -7 | . | . | 2 | .
COc1ccc(NCC(O)COc2ccc(C(C)(C)C)cc2)cc1 (configuration not stated) | -1 | . | -2 | . | . | 3 | .
O=S(=O)(Cc1ccccc1)NCC[C@H]1CC[C@@H](NS(=O)(=O)c2ccccc2)[C@@H](CO)O1 | 3 | -2 | -2 | -3 | -1 | 0 | .
Cn1cc(Cc2ccc(C(=O)NCc3ccccc3)cn2)c2ccccc21 | -1 | 1 | . | 10 | 1 | 5 | 3
Cc1ccc2oc(=O)c3cnn(CC(=O)N4CCCCCC4)c3c2c1 | -2 | 3 | -4 | 0 | -6 | 4 | .
COc1ccccc1N(C)S(=O)(=O)c1ccc(C(=O)O)cc1 | -10 | -8 | -2 | 13 | -6 | -9 | -5
C[C@H]1CN([C@@H](C)CO)S(=O)(=O)c2ccc(-c3cncnc3)cc2O[C@H]1CN(C)C(=O)c1cccc(F)c1 | -3 | -1 | -6 | -9 | -2 | 11 | -5[16.7 µM]
O=C(Nc1cc([N+](=O)[O-])c2[nH]c(=O)c3ccccc3c2c1)C(F)(F)F | 0 | . | 4 | . | . | -5 | .
[N-]=[N+]=NCc1ccccc1C[C@@]1(C(=O)N2CCOCC2)N=C(c2ccc(OCCCO)cc2)O[C@@H]1c1ccccc1 | 8 | -6 | 16 | . | . | 3 | .
CC(C)c1ccc(C(CC(=O)O)NC(=O)c2cccs2)cc1 (configuration not stated) | -3 | 1 | -10 | 8 | -4 | 11 | 5
Cc1ccc(-c2nc(CS(=O)(=O)CC(=O)N3CCc4ccccc4C3)c(C)o2)cc1 | . | 0 | 0 | -5 | 4 | 2 | 0
CC1(C)CC(NC(=O)c2cccc([N+](=O)[O-])c2)CC(C)(C)N1 | -2 | 4 | -3 | -2 | -15 | 1 | 5

Ordered by length of the SMILES (lowest first): 4 of the compounds above
SMILES | SIRT5 block | Cneo AK release | ARNT-TACC3 inh | C2C12 statin | esBAF inh | ERp5 inh | miR122 inh
Cc1ccn(-c2ccc([N+](=O)[O-])cc2)n1 | . | 2 | 0 | -4 | 13 | . | -2
[N-]=[N+]=NCc1ccccc1C[C@@]1(C(=O)N2CCOCC2)N=C(c2ccc(OCCCO)cc2)O[C@@H]1c1ccccc1 | 8 | -6 | 16 | . | . | 3 | .
COc1ccc(S(=O)(=O)N(C)C[C@@H]2Oc3ccc(NC(=O)CCCN(C)C)cc3C(=O)N([C@@H](C)CO)C[C@H]2C)cc1 | 7 | 5 | 20 | -3 | 2 | -1 | -4[16.7 µM]
CC(C)NC(=O)N(C)C[C@H]1OCCCC[C@@H](C)Oc2ccc(NC(=O)Nc3ccc4c(c3)OCO4)cc2C(=O)N([C@@H](C)CO)C[C@H]1C | -4 | 1 | 6 | . | 2 | 7 | 5[16.7 µM]

Additional records:
SMILES | SIRT5 block | Cneo AK release | ARNT-TACC3 inh | C2C12 statin | esBAF inh | ERp5 inh | miR122 inh
COCC#Cc1ccc2c(c1)O[C@@H](CN(C)CC1CCCCC1)[C@@H](C)CN([C@@H](C)CO)S2(=O)=O | . | . | . | 28 | -1 | . | -9[16.7 µM]
Nc1ccc(-c2cn3cccnc3n2)cc1 | 3 | -3 | 13 | -6 | 24 | -1 | 3
CO[C@H]1CN(C)C(=O)c2cc(NC(=O)Nc3ccccc3)ccc2OC[C@@H](C)N(C(=O)CN(C)C)C[C@H]1C | -3 | -1 | -6 | -9 | -1 | 3 | 2[16.7 µM]
Cn1c(CN2CCCCC2)nc2cc(NC(=O)c3ccccc3)ccc21 | . | 1 | 4 | -22 | 19 | . | 5
Cc1ccc(NC2CCCN(C(=O)CCC(=O)c3ccccc3)C2)cc1C (configuration not stated) | 4 | -11 | 3 | -2 | 9 | 5 | -2
COc1cc2c(cc1OC)C(C)N(C(=O)[C@@H](NC(=O)c1ccccc1)C(C)C)CC2 (some centres not stated) | -4 | 1 | -2 | 0 | -1 | 4 | -1
O=C(OC(C(=O)c1c[nH]c2ccccc12)c1ccccc1)c1cnccn1 (configuration not stated) | -1 | 0 | . | . | . | 12 | .
COc1cc(CNCc2ccncc2)cc(OC)c1OC | -2 | 4 | -11 | -8 | -1 | 4 | -1
COc1ccc(S(=O)(=O)N2CCCC(C(=O)NCc3ccco3)C2)cc1Cl (configuration not stated) | . | 35 | -4 | 60 | 5 | . | -1
CCOC(=O)C1=NN(c2cccc(C)c2)C2(S1)SC(C(C)=O)=C(C)N2c1ccccc1 (configuration not stated) | . | 1 | 23 | 3 | 4 | . | -3
O=C(C[C@@H]1C[C@H]2c3cc(NC(=O)C4CCOCC4)ccc3O[C@H]2[C@@H](CO)O1)NC1CCCC1 | -5 | 7 | -3 | -6 | -1 | 5 | -2[16.7 µM]
CCC(C)NC(=O)c1cc(C)no1 (configuration not stated) | . | 0 | 1 | -9 | -6 | . | 1
CC(C)c1ccc(NC(=O)C2Cc3c(-c4ccco4)ccnc3O2)cc1 (configuration not stated) | 9 | 0 | . | -47 | -4 | 3 | 2
Cn1ccnc1SCc1cn2cc(Br)ccc2n1 | . | 9 | 1 | 5 | -68 | . | .
C=C(C)COc1ccc(-c2n[nH]c(C)c2-c2ccc(OC)cc2)c(O)c1 | . | 1 | -5 | . | -8 | . | 13
Cc1nc2c([N+](=O)[O-])c(C)c(C)cc2[nH]1 | 0 | . | 2 | . | . | -8 | .
CCOc1ccc(S(=O)(=O)Nc2cccc(C(=O)N3CCN(c4ccc(OC)cc4)CC3)c2)cc1 | . | 1 | 5 | 7 | 4 | . | 1
Cc1ccc(Cn2c(NS(=O)(=O)c3ccccc3)nc3ccccc32)cc1 | . | 0 | 1 | 5 | -4 | . | 106*
O=C(Nc1nccs1)c1ncc(Cl)c(Cl)c1Cl | -2 | -10 | -14 | 7 | 12 | 2 | .
Cc1cc(C)c(S(=O)(=O)Nc2ccc(C(N)=O)cc2)c(C)c1 | -2 | -1 | -39 | 9 | 0 | 4 | 12
